MOR-DOR ag: agonists of OPRM1-OPRD1 heterodimerization, primary screen, cell-based, luminescence | Mu-type opioid receptor (Homo sapiens) + Delta-type opioid receptor (Homo sapiens), … | cells | activation, % at 9.3 µM | 340,000 compounds, 0.3% hits | AID 504326, 2011; in the data active means activation above about 18%;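 further: 0% = vehicle-treated cells and 100% = reference agonist; values of inactives mirror those of a sister screen read the other way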
HTR5A ag: HTR5A agonists in luminescence cell assay, primary screen, counter-screen for OPRM1-OPRD1 heterodimer agonist project, full-deck HTS. activation, % at 9.3 µM. AID 504692, 2011. cell-based. 340,000 compounds, 0.61% hits. 5-hydroxytryptamine receptor 5A (Homo sapiens), P47898; in the data active means activation mostly above about 9.5%, no sharp cut-off; inactive means mostly below about 7.6%;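 further: 0% = cells with vehicle only and 100% = reference agonist; strong numbers were not always called active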
PKA-R1A act: activators of PKA-R1A holoenzyme, primary screen, biochemical, fluorescence polarization, Cy5-IP20, bovine R1A, mouse PKAc; activation, % at 11.4 µM; AID 504707, 2011; 340,000 compounds, 0.083% hits; cAMP-dependent protein kinase type I-alpha regulatory subunit (Bos taurus) + …; PKA-R1A dissociation; scaled: DMSO 0%, 113 µM cGMP 100%;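 active means percent activation above the mean of all tested compounds plus 3 SD, cut at about 19% in these data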;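 further: higher means more PKAc released from R1A so a rise in polarization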
Pemphigus Ab inh: inhibitors of pemphigus antibody binding to DSG3, primary screen, biochemical, bead-based, flow cytometry, scFv-GFP; binding (percent of control), % at 10 µM; DSG3-coupled beads, scFv-anti-DSG3-GFP binding; hits give low values; 310,000 compounds, 0.48% hits;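 active means binding more than 3 SD below its plate's average and above zero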;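 further: hits lower antibody fragment binding to DSG3; some compounds called inactive have numbers as strong as hits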
Arrestin-AP2 inh: inhibitors of beta-arrestin/AP2 binding, primary screen, biochemical, GPCR trafficking, flow cytometry; beta-arrestin 1 C-terminal peptide binding to AP2 beta2-adaptin appendage (human); FITC-arrestin peptide / GST-AP2 beads; AP2 beta2 appendage carries R879A mutation; inhibition, % at 10 µM; 340,000 compounds, 0.31% hits;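 active means inhibition above a set limit, near 3 SD of compounds lacking own fluorescence, cut at about 54% in these data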;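 further: plate controls were DMSO wells for no effect and 5 µM unlabelled arrestin peptide for full effect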
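Assay system: GST-AP2 R879A bound to glutathione beads, E. coli-expressed; Medium: PBS with 0.05% Tween 20 and 0.1% BSA; Also added: fluorescein-tagged arrestin peptide at 50 nM final; Timing: 12 min plus 1 h, RT; Measured by: flow cytometry, FL1 (488/535 nm); Evaluation: percent drop in bead-associated FITC signal.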
DAGLB inhibitor: DAGLB lipase inhibitors, primary screen, biochemical, fluorescence, HTS; Diacylglycerol lipase-beta (Homo sapiens), Q8NCG7; HEK293T DAGLB membrane lysate, EnzChek fluorogenic substrate; inhibition, % at 5.17 µM; 340,000 compounds, 0.059% hits; AID 504411, 2011; in the data active means inhibition above about 34%;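 further: 0% = enzyme with vehicle and 100% = wells lacking enzyme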
Target sequence (Q8NCG7 whole entry, looked up): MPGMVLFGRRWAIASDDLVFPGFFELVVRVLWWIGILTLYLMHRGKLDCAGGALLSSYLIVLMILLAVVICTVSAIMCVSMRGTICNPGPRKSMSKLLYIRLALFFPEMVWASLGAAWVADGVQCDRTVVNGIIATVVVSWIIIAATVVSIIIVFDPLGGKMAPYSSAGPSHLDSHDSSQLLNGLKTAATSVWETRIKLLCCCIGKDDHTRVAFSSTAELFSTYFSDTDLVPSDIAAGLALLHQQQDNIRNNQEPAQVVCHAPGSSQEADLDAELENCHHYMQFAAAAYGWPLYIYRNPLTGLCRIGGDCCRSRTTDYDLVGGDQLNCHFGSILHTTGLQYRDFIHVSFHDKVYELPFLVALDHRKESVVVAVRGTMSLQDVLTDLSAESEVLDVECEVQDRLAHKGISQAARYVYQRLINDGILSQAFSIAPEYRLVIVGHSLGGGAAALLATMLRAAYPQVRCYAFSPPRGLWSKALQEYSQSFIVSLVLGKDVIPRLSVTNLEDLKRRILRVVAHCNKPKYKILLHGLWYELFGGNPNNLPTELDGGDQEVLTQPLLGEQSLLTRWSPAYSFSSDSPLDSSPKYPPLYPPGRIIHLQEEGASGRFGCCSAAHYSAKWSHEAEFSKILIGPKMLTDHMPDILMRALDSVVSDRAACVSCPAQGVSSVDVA
HTR5A inv ctr: HTR5A inverse agonists in luminescence cell assay, primary screen, counter-screen for OPRM1-OPRD1 heterodimer inverse agonist project, full-deck HTS | 5-hydroxytryptamine receptor 5A (Homo sapiens), P47898 | HTR5A cell line, inverse agonism | inhibition, % at 9.3 µM | 340,000 compounds, 0.083% hits | AID 504634, 2011; in the data active means inhibition mostly above about 23%, no sharp cut-off; inactive means mostly below about 18%;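 further: 0% = cells with DMSO and 100% = no-cell wells with DMSO; some compounds called inactive have numbers as strong as hits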
PKA-R2B activ: activators of PKA-R2B holoenzyme, primary screen, biochemical, fluorescence polarization, Cy5-IP20, human. 340,000 compounds, 0.079% hits. activation, % at 11.4 µM. PKA-R2B holoenzyme dissociation; R2B truncated from residue 108, S112A mutant; 0% DMSO only, 100% 113 µM cGMP;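 active means activation above a cutoff set at the mean over all compounds plus 3 SD, cut at about 18% in these data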;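 further: higher means more holoenzyme dissociation and a rise in polarization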
Target sequence (P31323 whole entry, looked up, other chains not shown, the tested form may be a part): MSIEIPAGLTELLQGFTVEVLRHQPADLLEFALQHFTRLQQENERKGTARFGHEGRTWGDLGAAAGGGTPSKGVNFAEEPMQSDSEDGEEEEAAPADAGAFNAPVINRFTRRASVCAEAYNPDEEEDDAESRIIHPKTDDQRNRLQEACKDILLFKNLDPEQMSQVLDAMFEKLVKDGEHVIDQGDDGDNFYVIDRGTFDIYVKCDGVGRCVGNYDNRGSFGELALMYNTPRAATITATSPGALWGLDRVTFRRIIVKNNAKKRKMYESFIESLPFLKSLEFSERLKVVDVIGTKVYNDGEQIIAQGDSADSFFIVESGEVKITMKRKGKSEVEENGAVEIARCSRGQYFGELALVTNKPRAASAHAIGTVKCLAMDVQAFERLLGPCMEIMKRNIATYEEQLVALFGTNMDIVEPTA
OPRM1-OPRD1 inv: inverse agonists of MOR-DOR heterodimerization, primary screen, cell-based, luminescence; Mu-type opioid receptor (Homo sapiens) + Delta-type opioid receptor (Homo sapiens), …; AID 504357, 2011; inhibition, % at 9.3 µM; 340,000 compounds, 0.21% hits; cell-based MOR-DOR heterodimer luminescence, inverse agonism; in the data active means inhibition above about 22%, passing the limit was not always enough;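 further: 0% = cells with DMSO and 100% = wells without cells with DMSO; values of inactives mirror those of a sister screen read the other way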
V-ATPase pHluor: regulators of yeast V-ATPase proton pumping, primary screen, pHLuorin cytosolic pH fluorescence | response, % at 10 µM | S. cerevisiae | 350,000 compounds, 0.37% hits; in the data active means response mostly above about 7.3%, no sharp cut-off; inactive means mostly below about 5.4%; further: actives read high; inactives centre near 0; some compounds called inactive have numbers as strong as hits; reference of the scale not given here
Active calls of the source: *; / = not tested or not shown.

nr	SMILES	MOR-DOR ag	HTR5A ag	PKA-R1A act	Pemphigus Ab inh	Arrestin-AP2 inh	DAGLB inhibitor	HTR5A inv ctr	PKA-R2B activ	OPRM1-OPRD1 inv	V-ATPase pHluor
1	COc1ccc(NC(=O)CSCC(=O)N(C)Cc2cccc(OC)c2OC)cc1	-1.9	-4.7	-13.8	96.2	-6.2	1.5	12.1	-2.2	12.5	2.1
2	Cc1ccc(C(=O)NCCc2nnc3ccc(SCC(=O)Nc4cc(C)on4)nn23)cc1	-1.6	-4.0	-14.7	91.4	-3.5	1.8	21.0	-0.5	8.2	-5.4
3	COc1cccc(CN2CCN(c3ncccn3)CC2)c1OC	2.4	12.2	1.1	109.1	-0.4	-7.4	2.7	14.8	-13.3	-5.9
4	CSc1cccc(NC(=O)c2cnn3ccccc23)c1	-0.6	9.8	-0.7	101.8	10.7	0.4	-30.8	2.2	3.2	-4.2
5	COc1cccc(CSc2nc3ccccc3cc2C=O)c1	4.4	10.4	5.8	/	7.4	-8.0	-11.6	-0.6	-18.4	-0.3
6	COc1ccc(-n2c(C)cc(/C=C3\SC(=S)NC3=O)c2C)cc1	-3.3	-8.0	-4.6	99.1	-1.7	9.0	0.6	-13.2	22.6	2.3
7	CCN(CC(=O)NCc1cccs1)C(=O)c1ccc(Cl)c(Cl)c1	-4.3	-4.0	-4.1	96.5	13.3	-0.8	1.2	-10.5	16.6	2.6
8	CC[C@]12c3[nH]c4cc(-c5ccco5)ccc4c3CCN1C(=O)[C@@H](CC(=O)NCCCOC)C[C@@H]2C(=O)N1CCN(C(=O)C2CC2)CC1	-0.8	1.7	0.2	92.1	33.3	-2.1	-5.8	-2.7	4.4	-0.5
9	Cc1ccn2c(C(=O)N/N=C/c3ccc(Cl)cc3)c(C)nc2c1	-1.8	-0.3	1.0	96.4	-11.2	-1.6	1.1	-6.3	10.4	-2.2
10	COc1ccc(S(=O)(=O)N2CCOCC2)cc1C(=O)Nc1ccc(N2CCCCCC2)cc1	-0.9	1.6	-1.5	95.3	36.3	5.0	-5.9	-6.7	5.0	-3.3
11	COc1ccc(N2CCN(CCNC(=O)Nc3ccc(C)c(Cl)c3)CC2)cc1	1.5	1.4	10.7	119.7	-5.0	-0.2	-5.0	9.6	-6.8	-3.1
12	COC(=O)Nc1c(C(=O)OC)cc(OC)c(OC)c1OC	-3.0	0.7	-2.0	105.9	0.2	3.4	-1.6	6.2	14.5	8.3
13	Cn1c(=O)c2c(nc(Oc3ccc4c(c3)OCO4)n2Cc2ccc(Cl)cc2)n(C)c1=O	-0.2	-1.2	-1.7	96.1	18.1	-0.7	4.3	5.0	1.0	-0.7
14	O=Cc1cccc(Oc2ccc([N+](=O)[O-])cc2[N+](=O)[O-])c1	0.1	2.3	-6.5	104.8	5.7	-4.6	-5.0	0.8	-0.7	-2.0
15	Nc1nc(SCc2ccc(Br)cc2)[nH]c(=O)c1-c1ccccc1	-3.4	-9.2	3.7	109.5	13.8	-0.8	-11.7	-8.7	16.8	-1.4
16	O=C(NNS(=O)(=O)c1ccccc1)c1cccnc1	2.6	-1.9	1.1	100.2	14.8	-6.5	-2.5	-5.9	-14.1	-2.2
17	CSc1ccc(S(=O)(=O)N(C)Cc2ccccc2)cc1	-2.6	0.6	4.7	108.3	-4.3	-13.1	12.6	-6.5	12.8	1.0
18	COc1ccc(-c2csc(Nc3ncccn3)n2)cc1C	-1.3	5.5	3.5	86.1	0.2	-0.6	-21.4	-1.0	7.3	-4.3
19	O=C(c1cccc2ccccc12)C1CCCN(C(=O)c2ccc(N3CCOCC3)cc2)C1 (stereo not drawn)	-2.7	0.6	0.9	102.8	-11.7	-0.7	0.9	-4.8	13.1	-1.1
20	O=C(NC1CCCC1)c1cc(-c2ccccc2)on1	0.9	-5.2	-4.1	109.6	-2.0	-4.4	-23.3	-0.4	-6.3	0.2
21	O=C(CCNC(=O)c1ccc(Cl)cc1)NCc1cccc(C(F)(F)F)c1	-0.6	0.6	-7.1	93.7	25.9	0.7	-11.0	14.9	4.1	3.3
22	CCOc1ccc(S(=O)(=O)NCCC(=O)N2CC=C(c3ccccc3)CC2)cc1	2.5	2.9	1.5	115.1	22.1	-3.7	-7.2	6.5	-10.8	-2.1
23	CCN(Cc1nc2cc(Cl)ccc2c(=O)[nH]1)C(=O)c1cc(C2CC2)nn1-c1ccccc1	0.7	6.7	1.0	100.8	-7.2	1.4	1.6	-2.1	-4.3	0.8
24	O=C(NCc1ccncc1)c1nc(-c2cccs2)no1	-4.4	-6.5	-9.0	114.2	10.0	0.3	17.1	1.2	20.6	1.6
25	COC(=O)c1ccc(C(=O)OC)c(NC(=O)C(C)(C)C)c1	-2.6	-1.1	1.0	100.7	-13.9	-0.3	23.6	-5.0	12.7	-0.3
26	Cc1cc(C)c(NC(=O)CS(=O)CC(=O)N2CCN(c3ccc(F)cc3)CC2)c(C)c1 (stereo not drawn)	3.1	2.5	6.9	101.0	6.6	-0.8	-8.0	-4.0	-16.2	6.2
27	CCOc1cc(N2CCOCC2)c(OCC)cc1NC(=O)C(C)C	-0.5	-2.9	-0.4	102.2	21.1	1.1	7.9	4.8	2.6	-2.5
28	CCOC(=O)c1c(S(=O)(=O)NCCCc2ccco2)c(C)n(C)c1C	-1.4	0.5	-1.8	/	-1.7	-0.5	-2.0	7.5	7.1	2.7
29	O=c1[nH]cnc(O)c1C(c1ccc([N+](=O)[O-])cc1)c1c(O)nc[nH]c1=O	-2.1	-4.0	1.8	122.7	34.0	2.1	13.4	8.5	10.0	0.6
30	CCCc1nnc(NC(=O)c2ccc(N3C(=O)C4C5C=CC(C5)C4C3=O)cc2)s1 (stereo not drawn)	-0.4	1.5	6.1	105.5	-7.3	-1.9	-4.0	-1.6	2.3	-3.4
31	O=C(Cc1ccc(Br)cc1)Nc1ncc([N+](=O)[O-])s1	-1.0	1.3	3.3	102.7	-1.9	-2.4	-23.3	-4.0	5.0	-1.3
32	CCS(=O)(=O)N1Cc2ccccc2CC1C(=O)Nc1ccc(NC(C)=O)cc1 (stereo not drawn)	-1.2	3.5	8.3	88.8	-17.1	0.5	12.5	-5.2	7.0	3.1
33	O=C(COC(=O)c1ccc([N+](=O)[O-])o1)NC1CCS(=O)(=O)C1 (stereo not drawn)	6.6	4.2	-1.0	/	7.9	0.1	24.9	0.1	-31.7	-1.9
34	O=C1C=C(c2ccccc2)CO1	-2.2	1.5	-6.5	91.1	3.5	-1.5	-6.0	6.2	11.5	1.6
35	CCCCCOC(=O)c1ccc(NC(=O)c2ccco2)cc1	3.8	3.3	-11.4	/	2.5	-1.3	-13.6	-9.4	-20.9	-1.2
36	Cc1oc2c(C)c(O)ccc2c(=O)c1N1C(=O)c2ccccc2C1=O	-1.4	-1.4	-2.8	99.2	20.3	0.5	4.7	6.1	8.1	3.6
37	Fc1ccc(OCc2nc3ccccc3s2)cc1	-1.6	3.5	6.2	88.7	2.8	-6.8	-9.6	3.1	8.0	1.9
38	Cc1cc(C)c(NC(=O)CSc2nnc(-c3ccncc3)n2Cc2ccco2)c(C)c1	-2.4	3.0	-7.1	94.9	-4.4	0.7	-1.6	-5.9	13.2	4.8
39	CC(C)NCc1cc(Br)ccc1OCc1ccccc1	-2.9	2.6	-5.3	90.8	6.3	0.8	-1.8	-6.1	14.6	-1.3
40	CCSCc1nnc(SCC(=O)Nc2cccc(SC)c2)n1C	-2.1	1.8	-2.4	106.9	99.2*	-2.4	-24.9	-8.9	12.4	0.2
41	COc1cccc(NC(=O)Cn2cnc3sc(C)c(S(=O)(=O)N4CCCCC4)c3c2=O)c1	1.8	-3.2	-6.3	101.3	-4.5	0.2	7.5	-1.2	-10.5	-2.2
42	COc1ccc(-c2csc(N(CCCN3CCOCC3)C(=O)c3ccco3)n2)cc1	4.7	1.5	-0.2	112.0	4.3	-2.5	19.9	0.3	-23.5	0.6
43	CC(=O)Oc1cccc(C(=O)Nc2ccc3c(c2)C(=O)N(CC2CCCO2)C3=O)c1 (stereo not drawn)	0.3	3.5	7.5	113.4	49.0	-5.1	-16.0	-18.3	-0.9	-6.5
44	CCOC(=O)CN1C(=O)C(O)(CC(=O)c2cccc(OC)c2)c2ccccc21 (stereo not drawn)	-3.8	-1.8	-6.3	98.4	0.4	0.8	7.3	6.0	19.1	1.6
45	COc1ccccc1CNC(=S)Nc1cc(C)ccc1C	0.8	-1.9	-1.5	102.8	38.5	-1.3	4.8	8.8	-4.6	-2.4

Quoted from the listing.
OPRM1-OPRD1 inv result of CCOC(=O)CN1C(=O)C(O)(CC(=O)c2cccc(OC)c2)c2ccccc21 (stereo not drawn) → 19.1
MOR-DOR ag result of Cc1cc(C)c(NC(=O)CSc2nnc(-c3ccncc3)n2Cc2ccco2)c(C)c1 → -2.4

(list continues)
nr	SMILES	MOR-DOR ag	HTR5A ag	PKA-R1A act	Pemphigus Ab inh	Arrestin-AP2 inh	DAGLB inhibitor	HTR5A inv ctr	PKA-R2B activ	OPRM1-OPRD1 inv	V-ATPase pHluor
46	CCN(CC)C(=S)Sc1c(-c2ccccc2)c2cc(Cl)ccc2[nH]c1=O	4.6	-1.5	-2.0	91.6	25.7	6.4	-4.5	-3.5	-27.3	-1.2
47	CC(=O)c1cc(NC(=O)c2ccccc2)c(=O)oc1C	-1.8	-3.6	-7.6	101.3	3.2	-0.2	9.5	-7.1	10.3	-12.5
48	C[C@@H]1CC(=O)[C@H]2CC(CO)=CCC[C@@H]2[C@@]1(C)CC/C(=C/CO)CO	-3.1	-2.4	3.4	/	2.5	2.7	-1.8	-5.9	15.9	-1.3
49	O=C(NC1CC1)c1ccc(NS(=O)(=O)c2ccccc2)cc1	-2.1	3.0	-2.5	100.6	-12.0	0.0	-19.7	4.8	10.9	-0.6
50	CCOc1ccc(N(CC(=O)Nc2cccc(OC)c2)S(=O)(=O)c2c(C)noc2C)cc1	0.7	5.0	-8.7	108.0	-11.0	-8.3	-14.9	-4.8	-3.3	0.9
51	O=C(NCC1CCCN(C(=O)c2cscn2)C1)c1ccccc1Cl (stereo not drawn)	0.2	1.0	-10.6	105.9	6.3	-1.0	-12.8	-9.4	-1.0	0.7

Assay outcomes: PubChem BioAssay, several laboratories
